# Compound activity from PubChem.
# Pemphigus Ab inh: blocks pemphigus antibody binding to human desmoglein-3; actives 0.48% (n = 310,000); DSG3-coupled beads, scFv-anti-DSG3-GFP binding, flow cytometry; stronger effect = lower value; P32926; AID 588358; binding (percent of control), % at 10 µM;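 active = binding more than 3 SD below its plate's average and above zero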;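 note: hits lower antibody fragment binding to DSG3; some compounds called inactive have numbers as strong as hits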
# Arr AP2 block: human beta-arrestin and AP2 interaction inhibition | inhibition, % at 10 µM | AID 504490 | FITC-arrestin peptide / GST-AP2 beads, flow cytometry; AP2 beta2 appendage carries R879A mutation | actives 0.31% (n = 340,000);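 active = inhibition above a set limit, near 3 SD of compounds lacking own fluorescence, cut at about 54% in these data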;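 note: plate controls were DMSO wells for no effect and 5 µM unlabelled arrestin peptide for full effect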
#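 system = GST-tagged AP2 beta2-adaptin appendage (R879A) on 4 µm glutathione beads | reagent = FITC-labelled arrestin peptide probe, 50 nM final | schedule = compound with beads 12 min RT, then probe 1 h RT | signal = HyperCyt-sampled flow cytometry, FL1 channel, ex 488/em 535 nm | read-out = percent response from loss of bead-bound FITC fluorescence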
# V-ATPase pHluor: alters yeast V-ATPase proton transport. actives 0.37% (n = 350,000). response, % at 10 µM. AID 504577. S. cerevisiae, pHLuorin cytosolic pH fluorescence; in the data active = response mostly above about 7.3%, no sharp cut-off; inactive = mostly below about 5.4%; note: actives read high; inactives centre near 0; some compounds called inactive have numbers as strong as hits; reference of the scale not given here
# Numbers without * were called inactive. Only part of the results is shown; the hit share may differ from the screen's.
(1) O=C(O)C1CN(c2nc(Cl)ccc2[N+](=O)[O-])C1
(2) Cc1cc(NN)nc(NS(=O)(=O)c2ccccc2)n1
(3) NNC(=O)C(=O)Nc1ccc(Cl)c(Cl)c1
(4) C=CCn1c(SCC(=O)NCc2ccco2)nc2ccccc2c1=O
(5) O=S(=O)([N-]c1nc2ccccc2nc1-n1cc[n+](Cc2ccccc2)c1)c1ccc(Br)cc1
(6) N#CC(C(=O)c1ccccc1)=C1SCCS1
(7) CN(C)CCCn1c(N)c(C#N)c2nc3ccccc3nc21
(8) C=CCn1cc(/C=C2\SC(N3CCOCC3)=NC2=O)c2ccccc21
(9) OC1(Cc2ccccc2)CCNCC1
(10) COc1ccc(Nc2nc(NCc3ccco3)nc(N)c2[N+](=O)[O-])cc1
Screen / compound no. | 1 | 2 | 3 | 4 | 5 | 6 | 7 | 8 | 9 | 10
V-ATPase pHluor | 1 | 0 | -3 | -1 | 4 | -3 | 0 | 1 | -61 | -6
Pemphigus Ab inh | 101 | 98 | 99 | 93 | 106 | 95 | 98 | 101 | 90 | 96
Arr AP2 block | -3 | 34 | 12 | 34 | -6 | 7 | -19 | 0 | 2 | 6

(11) CCOCc1[nH]c(=S)[nH]c(=O)c1Cc1ccc(OCC(C)C)cc1
(12) CN1C(=S)SC2CS(=O)(=O)CC21 (stereo not given)
(13) O=C(NCC1CCCO1)c1ccc(NC(=O)c2ccc(Br)cc2)cc1 (stereo not given)
(14) Cc1cc(C)c2c(n1)sc1c(N3CCCCC3)ncnc12
(15) O=[N+]([O-])c1ccc2c(c1Nc1ccccc1Cl)=NC1(CCCCC1)N=2
(16) COc1ccc(NC(=O)C(C)N2C(=O)c3ccccc3C2=O)c(OC)c1 (stereo not given)
(17) CC(=O)c1sc2nsc(SCCN3CCOCC3)c2c1N
(18) CCn1c(NC(=O)c2ccccc2)nc2ccccc21
(19) Nc1nc(NC(=O)c2ccccc2Cl)nn1-c1ccccc1
(20) O=C(NCc1ccc(Cl)c(Cl)c1)C1CCCC1
Screen / compound no. | 11 | 12 | 13 | 14 | 15 | 16 | 17 | 18 | 19 | 20
V-ATPase pHluor | 5 | -1 | 0 | 2 | -8 | -3 | -1 | 4 | 0 | -2
Pemphigus Ab inh | 101 | 101 | 110 | 101 | 88 | 106 | 99 | 91 | 104 | 107
Arr AP2 block | -15 | -2 | 36 | 7 | 29 | 5 | 29 | 39 | 15 | -4

# Shown with tabs: part of the list above.
entry	canonical_smiles	V-ATPase pHluor	Pemphigus Ab inh	Arr AP2 block
15	O=[N+]([O-])c1ccc2c(c1Nc1ccccc1Cl)=NC1(CCCCC1)N=2	-8	88	29
16	COc1ccc(NC(=O)C(C)N2C(=O)c3ccccc3C2=O)c(OC)c1 (stereo not given)	-3	106	5
17	CC(=O)c1sc2nsc(SCCN3CCOCC3)c2c1N	-1	99	29
18	CCn1c(NC(=O)c2ccccc2)nc2ccccc21	4	91	39
19	Nc1nc(NC(=O)c2ccccc2Cl)nn1-c1ccccc1	0	104	15

# The list goes on:
(21) Brc1ccc(-c2nnc(Cc3ccccc3)o2)cc1
(22) CCCS(=O)(=O)c1csc(C(=O)OC)c1N
(23) Cc1ccc(S(=O)(=O)N2CCC(C)CC2)c([N+](=O)[O-])c1
(24) O=[N+]([O-])c1ccc2c(c1)c1ccccc1n2CCO
(25) CCOc1ccc(C2c3[nH]c4ccccc4c3CCN2CCCn2cccn2)cc1 (stereo not given)
(26) O=C(Nc1cccc(C(F)(F)F)c1)c1ccc(N2CCNCC2)c([N+](=O)[O-])c1
(27) CCN(C(=O)COC(=O)/C=C/c1ccc(S(=O)(=O)N2CCc3ccccc32)cc1)C1CCS(=O)(=O)C1 (stereo not given)
(28) Brc1ccc(Nc2ncnc3[nH]ncc23)cc1
(29) CCCCNC(=O)Nc1ccc(C2SCCS2)cc1
(30) CCOC(=O)c1sc(S(C)(=O)=O)c2c1CC(C)(C)C/C2=N/O
Screen / compound no. | 21 | 22 | 23 | 24 | 25 | 26 | 27 | 28 | 29 | 30
V-ATPase pHluor | 5 | 3 | -1 | -1 | 0 | 0 | -2 | -1 | 2 | 3
Pemphigus Ab inh | 106 | 101 | 94 | 91 | 105 | 91 | 111 | 103 | 97 | 110
Arr AP2 block | -16 | 14 | 30 | -9 | 16 | 18 | 7 | 27 | 2 | -1

# Single records, from the list above. Screens in order: V-ATPase pHluor, Pemphigus Ab inh, Arr AP2 block
# O=S(=O)([N-]c1nc2ccccc2nc1-n1cc[n+](Cc2ccccc2)c1)c1ccc(Br)cc1 across the screens: 4, 106, -6
# O=[N+]([O-])c1ccc2c(c1)c1ccccc1n2CCO across the screens: -1, 91, -9
# Brc1ccc(Nc2ncnc3[nH]ncc23)cc1 across the screens: -1, 103, 27
# OC1(Cc2ccccc2)CCNCC1 across the screens: -61, 90, 2
# Brc1ccc(-c2nnc(Cc3ccccc3)o2)cc1 across the screens: 5, 106, -16

# New compounds follow:
(31) CNS(=O)(=O)c1ccc(N=Cc2c(C)[nH]n(-c3ccc(C)cc3C)c2=O)cc1
(32) C/C(=N\Nc1ccc2nncn2n1)c1ccc(Cl)s1
(33) COc1ccc(/C=N/Nc2cc(C)nc(N3CCOCC3)n2)cc1OC
(34) COCCCNC(=S)NNC(=S)NCCCOC
(35) COc1ccc(C(=O)NC(CC(=O)O)c2cc([N+](=O)[O-])ccc2Cl)cc1 (stereo not given)
(36) CN(Cc1ccccc1)C(=O)COc1ccc2ccccc2c1
(37) N#C/C(=C\Nc1ccc(F)c(Cl)c1)S(=O)(=O)c1ccccn1
(38) Cc1cc(-c2nc(C)c(C(=O)NNS(=O)(=O)c3ccccc3)s2)no1
(39) O=c1o[nH]c(-c2ccccc2)c1-c1ccccc1
(40) COc1ccccc1NC(=O)/C(=C/c1cccs1)NC(=O)c1ccco1
Screen / compound no. | 31 | 32 | 33 | 34 | 35 | 36 | 37 | 38 | 39 | 40
V-ATPase pHluor | 3 | 0 | 1 | -3 | 0 | 0 | -3 | 1 | 3 | 7
Pemphigus Ab inh | 98 | 95 | 103 | 97 | 87 | 101 | 98 | 111 | 114 | 100
Arr AP2 block | -14 | -3 | -4 | 28 | 23 | 14 | 1 | -11 | -3 | 5

(41) NS(=O)(=O)c1ccc(S(=O)(=O)c2ccccc2)nc1
(42) CCCn1cc(C(=O)OCC)c(=O)c2cc(F)c(F)cc21
(43) S=C(NCc1ccco1)Nc1cccc(Cl)c1Cl
(44) COc1cc(C(=O)c2ccccc2)c([N+](=O)[O-])cc1OC
(45) COc1ccccc1N1C(=O)C=C(Sc2nc(C)cc(C)n2)C1=O
(46) Cc1[nH]c2ccc(C(C)C)cc2c1CC(=O)O
(47) COC(=O)c1c(C)oc(C)c1S(=O)(=O)N(Cc1ccccc1)C(C)C
(48) CC(C)(C)OC(=O)N1CCCN(C(=O)Nc2ccccc2)CC1
(49) CC(Sc1nc(-c2ccccc2)cc(C(F)(F)F)n1)C(=O)O (stereo not given)
(50) S=C(Cc1ccc(-c2ccccc2)cc1)N1CCOCC1
Screen / compound no. | 41 | 42 | 43 | 44 | 45 | 46 | 47 | 48 | 49 | 50
V-ATPase pHluor | 1 | 5 | 8 | 1 | 7 | 2 | 2 | -3 | 0 | -3
Pemphigus Ab inh | 107 | 100 | 92 | 107 | 96 | 97 | 105 | 87* | 100 | 117
Arr AP2 block | 11 | -9 | 11 | 0 | 53 | -4 | 1 | -4 | 9 | 3

(51) Cc1ccc(S(=O)(=O)n2nc(-n3c(C)ccc3C)c3c(F)cccc32)c2ccccc12
(52) CCc1ccnc(NS(=O)(=O)c2ccc3c(c2)CCO3)c1
(53) C/C(=N/NC(=O)c1cc(-c2ccc(Cl)s2)[nH]n1)c1ccco1
(54) O=C(CC(CC(=O)c1ccc(Br)cc1)c1cccnc1)c1ccc(Br)cc1
(55) Cc1ccc(NC(=S)Nc2cc(C)on2)cc1
(56) CCc1nc2ccccc2n1CC(=O)N1CCN(Cc2ccccc2)CC1
(57) COc1cccc(CC(=O)NNC(=O)c2c(-c3ccccc3)noc2C)c1
(58) COC(=O)c1cnc2c(c(C)nn2C)c1OC
(59) COc1cccc2c(O)c(-c3ccccc3)c(=O)[nH]c12
(60) O=C(c1ccc(Cl)cc1)N1CCCC(C(=O)N2CCN(c3ccccc3)CC2)C1 (stereo not given)
Screen / compound no. | 51 | 52 | 53 | 54 | 55 | 56 | 57 | 58 | 59 | 60
V-ATPase pHluor | 3 | 0 | 3 | -2 | 3 | 1 | -5 | -3 | -5 | -1
Pemphigus Ab inh | 104 | 102 | 100 | 103 | 101 | 98 | 106 | 93 | 104 | 107
Arr AP2 block | -17 | -2 | -21 | 3 | 31 | 25 | -7 | 10 | 28 | 3
